MPTP block = inhibitors of mitochondrial permeability transition pore | isolated mouse mitochondria, Ca2+ swelling absorbance, 30 min | inhibition, % at 10 µM | 360,000 tested, 1.4% active;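 active means inhibition of 50% or more, scaled per plate between neutral and stimulator controls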;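 further: 0% = DMSO wells given calcium and 100% = 1 mM EGTA wells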
CCR6 antagonist = CCR6 (human) receptor antagonism; 340,000 tested, 0.49% active; CHO-K1 CCR6 PathHunter beta-arrestin, luminescence, CCL20-stimulated; P51684; inhibition, % at 20 µM;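 active means compounds whose inhibition of the agonist-driven luminescence signal at 20 µM reaches about 50%, limit read from the data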;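 further: cells stimulated with CCL20 at 14 nM final; plate controls were DMSO with CCL20 for no effect and DMSO without agonist for full effect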
EBI2 antag = blocks human EBI2 receptor beta-arrestin signaling; EBI2 beta-arrestin recruitment, luminescence, 7a,25-OHC stimulated; P32249; 360,000 tested, 0.81% active; inhibition, % at 5 µM; in the data active means inhibition above about 38%;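 further: enzyme fragment complementation signal reports receptor beta-arrestin coupling in cells; 0% = agonist plus DMSO wells and 100% = wells without agonist; some results beyond the cut were filed as inactive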
APOBEC3G inh = inhibitors of human APOBEC3G DNA deaminase | Q9HC16 | recombinant A3G, ssDNA deamination FAM/TAMRA fluorescence | inhibition, % at 20 µM | 330,000 tested, 0.28% active | AID 493012;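 active means inhibition of at least 40% at 20 µM, with no more than 30% in the related APOBEC3A deaminase screen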;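 further: plate controls were DMSO wells with A3G for no effect and wells lacking A3G enzyme for full effect; some compounds called inactive have numbers as strong as hits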
Target sequence (Q9HC16 whole entry, looked up): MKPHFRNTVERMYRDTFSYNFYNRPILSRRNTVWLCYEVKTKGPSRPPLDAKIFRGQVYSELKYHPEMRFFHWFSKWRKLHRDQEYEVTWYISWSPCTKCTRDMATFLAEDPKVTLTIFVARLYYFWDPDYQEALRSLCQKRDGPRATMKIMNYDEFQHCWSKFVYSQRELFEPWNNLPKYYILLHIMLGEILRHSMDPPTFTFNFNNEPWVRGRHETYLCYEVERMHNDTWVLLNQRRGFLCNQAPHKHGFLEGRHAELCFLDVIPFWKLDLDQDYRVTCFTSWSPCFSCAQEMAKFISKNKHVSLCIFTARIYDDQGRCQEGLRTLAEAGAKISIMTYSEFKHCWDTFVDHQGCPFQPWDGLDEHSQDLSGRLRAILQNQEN
Gli-Sufu antag = antagonists of Gli-Sufu signaling. Sufu-KO-LIGHT fibroblasts, Gli luciferase reporter luminescence. inhibition, % at 5 µM. 340,000 tested, 0.74% active. AID 588413;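 active means inhibition above about 55%, limit read from the data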;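 further: 0% = DMSO-treated cells and 100% = wells with medium but no cells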
CXCR6 inh = blocks human CXCR6 beta-arrestin recruitment; CHO-K1 PathHunter CXCR6 beta-arrestin, luminescence; 360,000 tested, 0.36% active; inhibition, % at 20 µM; AID 602244; in the data active means inhibition above about 34%, passing the limit was not always enough;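 further: antagonist mode with CXCL16 agonist at 10 nM final; 0% = 10 nM CXCL16 with DMSO and 100% = unstimulated wells without agonist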
Target sequence (O00574 whole entry, looked up): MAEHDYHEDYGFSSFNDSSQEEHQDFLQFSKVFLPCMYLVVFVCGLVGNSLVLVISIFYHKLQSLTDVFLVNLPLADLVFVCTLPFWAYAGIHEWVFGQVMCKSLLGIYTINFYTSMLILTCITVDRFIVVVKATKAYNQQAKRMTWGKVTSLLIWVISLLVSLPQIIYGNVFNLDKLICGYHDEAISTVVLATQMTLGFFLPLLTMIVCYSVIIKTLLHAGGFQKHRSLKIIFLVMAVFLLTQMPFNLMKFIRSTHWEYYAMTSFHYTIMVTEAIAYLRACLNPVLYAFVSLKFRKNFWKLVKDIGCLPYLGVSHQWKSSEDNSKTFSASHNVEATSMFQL
APOBEC3A inh = human APOBEC3A DNA deaminase inhibition; P31941; recombinant A3A, FAM/TAMRA ssDNA deamination fluorescence; inhibition, % at 20 µM; 330,000 tested, 0.41% active; AID 493011;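 active means at least 40% inhibition at 20 µM here, with at most 30% in a related deaminase screen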;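 further: plate controls were A3A with DMSO for no effect and wells lacking A3A enzyme for full effect; some results filed as inactive read as strong as hits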
Target sequence (P31941 whole entry, looked up): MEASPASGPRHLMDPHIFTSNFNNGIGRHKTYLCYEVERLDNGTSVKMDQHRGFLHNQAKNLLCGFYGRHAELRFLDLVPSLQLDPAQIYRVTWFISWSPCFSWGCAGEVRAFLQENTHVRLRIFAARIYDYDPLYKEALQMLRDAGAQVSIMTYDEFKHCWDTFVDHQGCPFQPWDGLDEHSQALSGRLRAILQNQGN
NR3A LBD binder = modulates the human NR3A ligand-binding domain; NR3A LBD differential scanning fluorimetry, Tm shift; 0% = protein alone, 100% = glycine-bound protein; Tm shift relative to glycine control, % at 25 µM; 340,000 tested, 2.5% active; AID 1259313;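 active means melting temperature shift of at least 10% of the positive control shift, at one fixed dose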
* = called active by the depositor; . = no result given. Rows are unselected (roughly 5.8% active in at least one column).

No.	canonical_smiles	NR3A LBD binder	APOBEC3G inh	EBI2 antag	Gli-Sufu antag	CCR6 antagonist	CXCR6 inh	MPTP block	APOBEC3A inh
1	COc1ccc(S(=O)(=O)N2CCCCC2)cc1NC(=O)CSc1nccn1C	-1	-2	-19	-4	2	0	-0.1	0
2	CCCc1nc2nc(C)c(NS(=O)(=O)c3ccc4c(c3)CCCC4)c(=O)n2[nH]1	1	-8	0	24	13	-1	1.5	1
3	Cc1ccc(NC(=O)CCNC(=O)c2ccc(Br)cc2)cc1S(=O)(=O)N1CCOCC1	-1	-1	6	17	-7	1	-1.3	10
4	Cc1ccc(S(=O)(=O)NCC(C)NS(=O)(=O)c2ccccc2[N+](=O)[O-])cc1 (stereo not given)	4	-7	4	8	-2	-3	0.0	-2
5	C/C(=N/NC(=O)c1cc(-c2cccc([N+](=O)[O-])c2)n[nH]1)c1ccc(Cl)cc1	-1	.	0	-1	-6	0	1.2	.
6	COc1cc2c(C#N)c(N3CCN(C)CC3)nc(N)c2c(N)n1	.	2	-13	.	.	-7	1.0	2
7	c1ccc(-c2nn[nH]n2)nc1	3	-3	-5	2	-9	-2	2.5	1
8	CC1=C(C(=O)Nc2ccccc2)C(c2ccc(C)cc2)N=C(Nc2nc3ccccc3o2)N1 (stereo not given)	1	-6	15	2	-16	-7	-0.6	-3
9	CCCNS(=O)(=O)c1ccc(CCC(=O)N2CCN(c3ccc(F)cc3)CC2)cc1	-1	-9	1	5	0	-3	0.6	-1
10	CCCn1c(SCC(=O)NCc2ccc(C)cc2)n[nH]c1=O	-1	0	2	28	8	2	-0.6	1
11	O=C(NCCc1c[nH]c2ccccc12)C(=O)NCC1OCCCN1S(=O)(=O)c1ccccc1 (stereo not given)	-7	-4	7	10	6	-1	1.3	-2
12	COc1ccc(C(c2c(NC(=O)c3ccco3)sc(C)c2C)N2CCOCC2)cc1OC (stereo not given)	-1	-8	-8	14	3	8	-0.9	-5
13	O=C(c1ccc2c(=O)n(Cc3ccc(Cl)cc3)c(=S)[nH]c2c1)N1CCOCC1	-24	-2	3	-17	10	5	-2.5	-4
14	CCN1/C(=C/c2cc[n+](C)cc2)C=Cc2cc(C)ccc21	-1	.	-8	.	57*	32	67*	.
15	CC(=O)NS(=O)(=O)c1ccc(NC(=S)NC(=O)C(C)(C)C)cc1	-1	-4	-5	5	-2	-1	-1.0	0
16	CCOC(=O)C1(CCc2ccccc2)CCN(C(=O)CCc2cnn(C)c2)CC1	0	-1	8	8	9	1	-0.8	2
17	CCC(=O)N1CCc2cc(Br)cc(S(=O)(=O)N3CCCCCC3)c21	4	-6	1	10	-6	3	1.4	-5
18	CCOc1cc(/C=C2\SC(=O)N=C2N)ccc1O	1	-5	-1	4	36	14	-0.9	-4
19	COc1ccc(-c2c(-c3cc(OC)cc(OC)c3)n(C)c3ccc(-c4cccc5[nH]ccc45)cc23)cc1	-3	-10	3	-15	3	-3	-0.4	-1
20	COc1cc2nc(C3CCC3)n(NC(=O)c3ccco3)c(=O)c2cc1OC	1	-17	-12	-4	-1	0	-4.2	28
21	CCNc1nc(NCC)nc(Oc2ccc(N)cc2)n1	0	-6	-33	-28	-17	0	-3.0	-6
22	Nc1cc(=O)[nH]c(SCC(=O)Nc2ccc(S(=O)(=O)N3CCCC3)cc2)n1	1	1	1	3	8	4	-2.9	1
23	CC(C)n1nnnc1-c1cccc(Cl)c1	1	6	-10	2	-12	-9	1.8	4
24	COc1ccc2c(c1)[C@H]1[C@H](CO2)[C@H](c2ccccc2)[C@]2(C)C(=O)N[C@H](C)C(=O)N12	-1	-6	0	-8	9	3	-0.3	-2
25	O=C(Nc1cccc(NC(=O)C2C3CC4OC(=O)C2C4C3)c1)c1ccccc1 (stereo not given)	0	-13	-6	34	-6	-1	-0.5	-3
26	Cc1cccc(Oc2nc(-c3ccccc3)cc(C)c2S(C)(=O)=O)c1C	3	-6	10	-4	19	8	-0.1	0
27	COc1ccc(Cc2nc(-c3cccnc3)no2)cc1OC	-4	-7	-10	-32	12	-2	0.1	-1
28	COc1ccc(CCN=CC2=C(O)CCCC2=O)cc1OC	-2	0	-6	-5	-18	11	-8.3	1
29	Cc1ccccc1OCC(=O)NCCN1CCCC1	-3	-3	0	-6	-3	2	1.1	-2
30	COc1cccc(OCC(=O)N(Cc2nc(-c3ccc(Cl)cc3)no2)C(C)C)c1	0	-14	-4	.	6	-1	-0.4	-5
31	COc1ccc(CNC(=O)CN2C(=O)CCSc3ccc(S(=O)(=O)N4CCCC4)cc32)cc1	-1	-9	-6	1	5	0	-0.2	-5
32	O=C(CSc1nnc(NC(=O)C2CC2)s1)Nc1ccc(F)cc1F	1	-6	-3	-4	1	0	1.5	-5
33	O=C1N/C(=N\N=C\c2ccccn2)SC1Cc1cccc(SC(F)F)c1 (stereo not given)	-5	-1	14	2	47	25	1.2	1
34	Cc1cc2c(c(Sc3ccccc3)n1)C(=O)OC2	0	0	5	-2	-1	-5	1.6	0
35	CS(=O)(=O)n1nc(C(=O)N2CCOCC2)nc1N	1	-7	3	4	2	5	-1.6	-5
36	CN1C(=O)CC(N2CCN(C(c3ccccc3)c3ccccc3)CC2)C1=O (stereo not given)	4	-5	-7	0	5	-4	1.0	-3
37	COc1cccc(C(=O)COC(=O)c2ccc(NC(C)=O)cc2)c1	1	-8	3	-6	3	4	1.0	0
38	COc1ccc(NC(=O)CN2C(=O)NC(C)(C3CCCCC3)C2=O)c(OC)c1 (stereo not given)	1	-2	-4	-5	-9	-5	-0.9	1
39	CC(C)(C)NC(=O)c1ccc2c(c1)C(=O)N(Cc1ccco1)C2=O	-3	-8	3	.	8	-2	0.4	-8
40	COc1ccc(C)cc1NC(=O)CCc1ccc(S(=O)(=O)N2CCOCC2)cc1	2	-10	-1	-3	10	1	-0.3	-6
41	O=C(CN1C(=O)NC2(CCCCC2)C1=O)N1CCN(C(=O)c2cccs2)CC1	2	1	-15	0	7	10	1.0	39
42	CC(C)(C)c1ccc(OCc2ccc(C(=O)N/N=C/c3ccc(O)c(O)c3)cc2)cc1	24*	-5	0	1	14	-3	85*	5
43	O=C(O)CN(c1cccc(C(F)(F)F)c1)S(=O)(=O)c1ccccc1	-1	-10	8	-6	0	2	-2.0	-3
44	COc1ccccc1N(C)S(=O)(=O)c1ccc(C(=O)Nc2nccs2)cc1	-1	-3	5	-4	9	-8	-0.3	0
45	O=C(CN1CCOCC1)N1CCN(c2nnc(-c3ccccc3)c3ccccc23)CC1	-4	-9	4	-3	3	6	-2.9	-10
46	CCCC[n+]1ccn(-c2nc3ccccc3nc2[N-]S(=O)(=O)c2ccc(Cl)cc2)c1	7	-9	-3	4	4	1	-1.8	-4
47	Oc1c(Cl)cc(Cl)cc1CNc1ccc(Br)cn1	8	-1	0	-14	-4	5	72*	1
48	Cc1ccnc(N2C(=O)c3ccccc3C2O)c1 (stereo not given)	2	-2	0	-64	5	6	-1.0	-2
49	Cc1ccccc1-c1nc2ccccc2c(=O)n1/N=C/c1ccccc1[N+](=O)[O-]	0	3	-2	21	12	2	-2.0	-3
50	COc1cc(CC(=O)NCc2cccs2)cc(OC)c1OC	3	1	-2	.	-3	0	3.0	5

Additional records follow:
No.	canonical_smiles	NR3A LBD binder	APOBEC3G inh	EBI2 antag	Gli-Sufu antag	CCR6 antagonist	CXCR6 inh	MPTP block	APOBEC3A inh
51	N#Cc1cnc2c(-c3ccccc3)c(-c3ccccc3)nn2c1N	0	-2	0	8	3	8	-0.3	-2
52	Cc1cc(C)c2c(CN3CCN(Cc4ccc5c(c4)OCO5)CC3)cc(=O)oc2c1C	0	-6	4	12	-2	-5	30	-4
53	CCCCn1c(N)c(N(CCC(C)C)C(=O)C2CSC3(C)CCC(=O)N23)c(=O)[nH]c1=O (stereo not given)	2	-9	1	5	4	2	1.8	5
54	COC(=O)[C@H](Cc1ccccc1)NC(=O)NCCc1ccc(F)cc1	1	-1	2	2	-10	2	0.3	3
55	Cc1ccc2nc3c(cc(C(=O)NCc4ccco4)c(=N)n3Cc3ccco3)c(=O)n2c1	-5	89	7	20	14	11	0.1	95
56	CCc1ccc2oc(=O)cc(CN3CCCCC3)c2c1	0	-5	7	8	13	3	-1.1	4
57	C/C(=N\NC(=O)c1nnn(-c2nonc2N)c1CSc1ccc(Cl)cc1)c1ccco1	-2	-4	-8	-8	18	3	1.1	-1
58	Cc1ccc(C(=O)N/C(=C/c2ccco2)C(=O)NC2CCS(=O)(=O)C2)cc1 (stereo not given)	1	-8	-11	-3	7	5	-3.0	1
59	Cc1nn2c(=O)cc(COC(=O)c3c(F)cccc3Cl)nc2s1	1	-7	-13	-39	11	-6	0.4	-5
60	Cc1ccc2nc(C3CCN(C(=O)NCc4ccccc4)CC3)[nH]c2c1	1	-5	2	0	-16	-16	-0.6	-1
61	COCCNC(=O)/C(C#N)=C/c1c(F)cccc1Cl	0	-7	-38	-1	-11	-12	1.4	-3
62	CCOC(=O)c1c(C)[nH]c(C)c1C(=O)COC(=O)c1ccc(S(=O)(=O)N(CC)CC)cc1	-7	14	5	2	14	0	1.7	0
63	Cc1cc(C)nc(SCc2cc(=O)c(OC(=O)c3ccc(S(=O)(=O)N(C)C)cc3)co2)n1	1	-10	-2	3	5	6	0.0	-8
64	[N-]=[N+]=CC(=O)C(c1ccccc1)(c1ccccc1)c1ccccc1	1	-4	5	-1	16	-2	1.9	-2
65	CCOc1cccc(Nc2ccc([N+](=O)[O-])cn2)c1	-6	-7	12	-1	14	-11	3.0	0
66	COC(=O)c1cc(OC)c(OCc2cc(C(=O)OC)oc2C)c(OC)c1	1	23	-9	-6	-6	-1	-3.9	3
67	CCCCOC(=O)C1C2C=CC3(CN(CCc4ccccc4)C(=O)C13)O2 (stereo not given)	0	-10	-12	-4	8	-4	-2.3	-3
68	CN(CC(=O)NCc1ccc(F)cc1)Cc1ccc(Br)cc1	-1	-9	27	-13	-2	3	1.8	-4
69	CCN(CC)S(=O)(=O)c1ccc2c(c1)N(CC(=O)NCC1CCCO1)C(=O)CO2 (stereo not given)	-4	-7	-13	-7	-2	-2	-2.3	-5
70	CCN(C(=O)C(C)Sc1ccc(S(=O)(=O)N2CCN(C)CC2)cn1)c1ccccc1 (stereo not given)	0	-8	-9	8	3	2	-1.2	-3
71	CCCCN1C=C(C(=O)c2ccccc2)C(=O)CC1	0	.	-6	-7	6	11	-0.9	.
72	COc1ccccc1CC(NC(C)=O)C(=O)NC1CCN(C(=O)Nc2ccccc2Cl)CC1 (stereo not given)	1	-5	0	-6	-1	-7	-0.2	-1
73	CCCOC1CCCN(Cc2cn(C)nc2-c2ccccc2F)C1 (stereo not given)	-2	-4	18	1	1	8	0.1	-5
74	Cc1ccccc1Nc1cc(C)c2c(O)cccc2n1	-2	-13	-4	10	1	-5	1.1	-5
75	COCCCNC(=S)Nc1ccc2nc(N3CCOCC3)cc(C)c2c1	3	-1	0	8	10	-6	-1.0	-2
76	CCC(=O)c1ccc(OCC(O)CNCCc2ccc(Cl)cc2)cc1 (stereo not given)	5	-4	8	6	7	-3	2.5	8
77	Cc1ccc(NC(=O)C2(c3cccs3)CCOCC2)cc1C	1	-2	1	7	1	-2	-0.6	1
78	CCOc1ccccc1C(=O)NC1CC2CCCC(C1)N2C1CC1 (stereo not given)	1	1	-16	8	-12	-7	1.6	0
79	CC(CC(=O)N1CCN(c2cccc(Cl)c2)CC1)S(=O)(=O)c1ccc2c(c1)NC(=O)CO2 (stereo not given)	3	1	1	59*	-6	4	30	2
80	CCOc1ccc(NC(=O)COC(=O)c2cc(=O)c3ccccc3o2)cc1	-1	-7	-7	2	-8	2	-1.9	-3
81	CCCn1c(N)c(N(CCOC)C(=O)c2c(CC)noc2C)c(=O)[nH]c1=O	-1	-2	-11	-1	2	-8	-0.7	-2

Screens as filed in PubChem.
